From PubChem BioAssay
proCasp7 act – activates human procaspase-7, counter-screen for procaspase-3 activators | P55210 | recombinant procaspase-7, Ac-DEVD-pNA absorbance 405 nm; D23A/D198A/D206A triple mutant, cannot self-cleave; scale: DMSO 0, 5 µM enzyme 100 | activation, % at 8.5 µM | hit rate 0.093% among 330,000;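 active means percent activation above the screen-wide mean plus 3 SD, cut at about 25% in these data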
Target sequence (P55210 whole entry D23A/D198A/D206A): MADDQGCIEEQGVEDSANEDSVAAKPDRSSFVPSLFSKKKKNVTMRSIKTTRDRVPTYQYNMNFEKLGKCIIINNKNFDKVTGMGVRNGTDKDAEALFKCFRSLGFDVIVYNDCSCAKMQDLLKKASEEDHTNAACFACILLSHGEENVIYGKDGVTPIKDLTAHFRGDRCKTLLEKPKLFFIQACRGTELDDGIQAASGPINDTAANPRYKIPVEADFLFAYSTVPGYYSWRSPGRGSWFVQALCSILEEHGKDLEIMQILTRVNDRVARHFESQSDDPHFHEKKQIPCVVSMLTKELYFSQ
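Detection: p-Nitroaniline absorbance at 405 nm, read at 0 and 120 min; system: Uncleavable procaspase-7 mutant enzyme; evaluation: % activation from two-timepoint absorbance difference, scaled to controls; times: 1 h enzyme–compound preincubation and 2 h substrate reaction, both 25 °C; buffer or medium: Zinc-free HEPES pH 7.4 with 300 mM NaCl, 0.01% Triton X-100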
RPL19A-GFP yeast – alters RPL19A-GFP fluorescence in TOR pathway yeast screen; S. cerevisiae RPL19A-GFP strain, flow cytometry, 3 h; stronger effect = lower value; percent response vs DMSO, % at 10 µM; hit rate 0.3% among 330,000;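 active means percent response vs DMSO below 50%; inconclusive means fewer than 70 events counted for the yeast strain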;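 further: median channel GFP fluorescence of the barcoded RPL19A-GFP strain; ratio of sample median GFP to plate DMSO average so 100% = DMSO; lower means less RPL19A-GFP as with rapamycin TOR inhibition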
MEP2-GFP yeast – yeast TOR pathway MEP2-GFP modulation. hit rate 0.51% among 330,000. S. cerevisiae MEP2-GFP strain, flow cytometry GFP, 3 h; 100% = DMSO control level. GFP response vs DMSO, % at 10 µM;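 active means GFP response versus DMSO above a set limit, roughly screen mean plus 3 SD, cut at about 180% in these data; inconclusive means fewer than 70 cells counted for a yeast strain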;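 further: median GFP fluorescence of the barcode-gated MEP2-GFP cells per well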
AHR act – human AHR activation | P35869 | hit rate 2.5% among 320,000 | AID 2796 | activation, % at 5 µM | AHR-responsive luciferase reporter cells, luminescence; in the data active means activation above about 47%;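 further: 0% = vehicle wells and 100% = reference agonist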
LAP4-GFP MLPCN – modulators of TOR pathway LAP4-GFP in S. cerevisiae | S. cerevisiae LAP4-GFP multiplex, flow cytometry GFP, 3 h; median GFP as percent of DMSO wells | GFP response vs DMSO, % at 10 µM | hit rate 0.34% among 320,000 | AID 2023;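 active means GFP response vs DMSO above a set limit, about the screen mean plus 3 SD, cut at about 150% in these data; inconclusive means under 70 cell events counted for the yeast strain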
CR mimetic SO – lowers age-related superoxide in aged yeast cells | S. cerevisiae aged cells, superoxide DHE fluorescence; stronger effect = lower value | superoxide response (% of plate mean), % at 10 µM | hit rate 0.18% among 330,000 | AID 2690;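 active means superoxide response under a set limit, about three screen SD below normal, cut at about 65% in these data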;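 further: yeast aged for seven days with compound at 30 °C before DHE staining; 100% = average MFI of all compound-treated wells on the plate with controls excluded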
proCasp3 act – procaspase-3 (human) activation; P42574; recombinant procaspase-3 D3A, Ac-DEVD-pNA absorbance 405 nm; activation, % at 8.5 µM; hit rate 0.11% among 330,000; AID 463141;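 active means activation above the mean of all tested compounds plus 3 SD, cut at about 21% in these data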;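 further: 0% = DMSO alone and 100% = DMSO wells spiked with extra 5 µM PC-3 D3A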
Target sequence (P42574 whole entry D9A/D28A/D175A): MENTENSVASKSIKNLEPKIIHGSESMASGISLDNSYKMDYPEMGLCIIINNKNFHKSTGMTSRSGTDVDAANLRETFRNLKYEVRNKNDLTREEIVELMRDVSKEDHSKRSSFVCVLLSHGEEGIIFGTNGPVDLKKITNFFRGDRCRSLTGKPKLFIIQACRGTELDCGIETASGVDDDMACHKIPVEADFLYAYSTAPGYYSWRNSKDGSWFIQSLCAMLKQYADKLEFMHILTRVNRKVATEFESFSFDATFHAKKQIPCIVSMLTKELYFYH
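Test system: Procaspase-3 D3A mutant, all three cleavage aspartates alanine | Dosing: Single dose, 8.5 µM nominal compound, 0.8% DMSO | Schedule: 1 h preincubation, 2 h reaction | Technique: 405 nm absorbance of p-nitroaniline, reads at 0 and 120 min | Repeats: One well per compound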
JMJD2C inh – inhibitors of human GASC-1 (JMJD2C) demethylase; Q9H3R0; inhibition, % at 2.35 µM; AID 2099; hit rate 0.069% among 330,000; GST-JMJD2C(1-420) H3K9me3 demethylation, DELFIA europium;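 active means more than half of a compound's replicate wells show inhibition beyond 50%, single wells judged on their own value; inconclusive means some, but no more than half, of replicates pass 50% inhibition; inactive means no replicate passes 50% inhibition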;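 further: signal counts dimethyl H3K9 product captured on neutravidin plate; 0% = median of DMSO wells and 100% = 0.3 times that DMSO median; strong numbers were not always called active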
Target sequence (Q9H3R0 1-420 limits assumed): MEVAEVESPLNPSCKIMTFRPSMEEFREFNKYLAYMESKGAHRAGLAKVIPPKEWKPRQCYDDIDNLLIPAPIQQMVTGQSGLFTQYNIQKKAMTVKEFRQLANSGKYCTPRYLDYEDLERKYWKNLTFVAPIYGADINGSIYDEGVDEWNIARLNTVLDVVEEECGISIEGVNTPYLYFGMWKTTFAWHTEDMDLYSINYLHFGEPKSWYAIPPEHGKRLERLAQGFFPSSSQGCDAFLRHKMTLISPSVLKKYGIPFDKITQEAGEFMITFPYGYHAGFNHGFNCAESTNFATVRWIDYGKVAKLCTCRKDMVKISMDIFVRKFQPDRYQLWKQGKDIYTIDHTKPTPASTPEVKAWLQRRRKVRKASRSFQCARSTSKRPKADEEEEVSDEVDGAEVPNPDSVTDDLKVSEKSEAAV
Numbers without * were called inactive; ? = inconclusive; / = not tested or not shown; [ ] = another dose, or the depositor's remark.

structure,RPL19A-GFP yeast,proCasp7 act,AHR act,MEP2-GFP yeast,proCasp3 act,CR mimetic SO,LAP4-GFP MLPCN,JMJD2C inh
C/C(Cn1nnc([N+](=O)[O-])n1)=N\NC(=O)c1ccc(O)cc1,99.6,1.9,0.3,94.6,2.4,96.0,103.7,8.0
CCOC(=O)C(NC(=O)CC(C)C)(Nc1sc(C)c(CC)c1C#N)C(F)(F)F (centres undefined),105.8,5.5,1.9,95.7,8.8,113.2,89.8,3.2
CCN1C(=O)N[C@@H](CCc2ccccc2)[C@H](C(=O)OC)[C@H]1C,102.5,13.5,13.6,99.2,-6.3,73.2,125.7,-10.9
COC(=O)c1ccc2c(=O)n(CCN3CCOCC3)c(=S)[nH]c2c1,96.7,3.9,-0.1,91.0,7.4,101.0,81.4,19.6
COCCCNC(=S)Nc1ccc(CC(=O)O)cc1,99.1,6.1,1.0,94.5,-7.2,81.7,88.3,11.3
Cc1cc(NS(=O)(=O)c2ccc(NS(=O)(=O)c3ccc(Br)cc3)cc2)no1,96.0,0.9,-0.2,92.5,-3.8,96.2,79.6,-2.1
Cc1nn(C)c(C(=O)NNC(=S)NCc2ccco2)c1Br,94.3,-4.1,0.7,83.2,-12.0,92.9,96.1,13.8
CSc1ccc(C=O)cc1,104.7,7.4,-0.1,93.5,15.9,88.1,95.4,6.0
CN(C)c1cccc(-c2csc(N3CCC(C(N)=O)CC3)n2)c1,/,10.2,10.1,/,2.9,82.6,/,-15.2
Cc1ccc(C(C(=O)NC2CCCC2)N(C(=O)Cc2cccs2)c2ccc3c(c2)OCCO3)cc1 (centres undefined),97.1,7.6,-0.2,111.2,5.8,104.0,94.8,17.0
CCN1C(=O)[C@H]2[C@@H](c3ccc(C)cc3)N3C(=O)N(c4ccc(OC)cc4)C(=O)[C@@]3(CC)[C@H]2C1=O,93.3,0.6,-0.9,91.7,-0.1,107.8,122.3,-2.2
Cc1cc(Nc2ccc(Br)cc2F)n2ncnc2n1,98.6,3.7,7.3,95.3,0.3,89.5,96.9,6.2
CCOC(=O)c1c(C)[nH]c(C(=O)COC(=O)CCSc2ccccc2)c1C,93.3,-0.1,6.5,97.3,-5.3,119.5,92.2,-15.1
O=C(NNC(=O)c1ccccc1O)c1ccc(S(=O)(=O)Nc2ccccc2F)cc1,102.7,9.1,11.6,101.0,6.6,118.1,105.9,15.8
CCOC(=O)C1CCCN(S(=O)(=O)c2cc(C(=O)OC)n(C)c2)C1 (centres undefined),98.4,10.3,-0.7,92.8,1.8,97.3,100.3,-22.5
Cn1c2ccccc2c(=O)c2cc(C#Cc3ccc(N)cc3)ccc21,97.7,-12.5,8.7,104.1,-10.2,107.9,95.7,-36.7
CC1(C(=O)O)C=CCN1C(=O)c1ccccc1 (centres undefined),103.3,9.7,0.7,94.9,4.1,95.4,106.4,10.4
COc1ccc(-c2cc(=O)oc3c(C)c(OCC(=O)NCC4CCC(C(=O)O)CC4)ccc23)cc1 (centres undefined),100.8,-12.2,-0.3,98.0,5.8,103.6,105.1,3.0
CCc1cc(=O)oc2cc(C)c(CN3CCCCC3)c(O)c12,101.6,4.9,-0.3,102.8,-2.0,91.5,75.8,10.0
Cc1cnc(C(=O)OC(C)C(=O)c2c(C)[nH]c3ccccc23)cn1 (centres undefined),88.0,5.2,3.9,86.6,-0.7,101.9,125.4,-7.2
CC(C)Cc1ccc(C(C)C(=O)N2CCOCC2)cc1 (centres undefined),97.8,2.6,-2.4,99.9,3.1,102.9,98.2,57.9
Cc1ccccc1CC(=O)N1CCCC(CCC(=O)N2CCN(c3ccccn3)CC2)C1 (centres undefined),?,7.1,3.3,?,7.3,96.8,?,-7.4
COC(=O)NNC(=O)COc1cc(C)c(Br)cc1C(C)C,97.4,-3.4,-3.0,94.7,-2.1,103.3,90.9,-5.6
COc1cc(OC)cc(C(=O)NNC(=O)Cc2ccc(OC)c(S(=O)(=O)N3CCOCC3)c2)c1,102.6,-2.8,0.7,73.6,6.3,82.3,89.7,8.5
COc1cc2c(cc1NC(=O)CN1C(=O)NC3(CCc4ccccc43)C1=O)oc1ccccc12 (centres undefined),95.2,9.2,1.3,93.9,-0.6,117.0,102.3,24.2
O=C(Nc1cccc(C(F)(F)F)c1)C1C2CC3OC(=O)C1C3C2 (centres undefined),?,-14.2,4.3,?,2.1,108.0,?,4.2
CCOC(=O)c1c(C)[nH]c(C(=O)COC(=O)C(C)Oc2ccc(Cl)cc2Cl)c1C (centres undefined),92.8,-0.6,3.3,101.1,-7.4,108.6,86.7,-2.6
O=C(CCC1CCCN(C(=O)Cn2cnnn2)C1)NCc1ccc(F)c(F)c1 (centres undefined),90.1,-3.5,0.7,118.3,-2.6,80.3,102.9,-15.4
NC1=NC(=O)/C(=C\c2cccs2)S1,97.0,-2.2,4.0,94.0,-1.2,114.5,83.1,-26.6
CC(=O)N1CCc2c(sc(NC(=O)CN3C(=O)CCC3=O)c2C(N)=O)C1,103.1,-3.7,-0.8,107.9,4.5,105.1,107.3,9.4
Cc1ccc(C)c(S(=O)(=O)N2CCN(CC(=O)Nc3ccc([N+](=O)[O-])cc3)CC2)c1,98.3,-6.2,1.1,100.8,-6.1,102.6,87.2,-7.2
Cc1oc(-c2ccccc2Cl)nc1CS(=O)CC(=O)NCCc1ccccc1 (centres undefined),96.8,-6.0,4.5,99.1,-6.5,83.1,98.0,-8.8

Next section, overlapping the part above by 5 compounds.
structure,RPL19A-GFP yeast,proCasp7 act,AHR act,MEP2-GFP yeast,proCasp3 act,CR mimetic SO,LAP4-GFP MLPCN,JMJD2C inh
O=C(CCC1CCCN(C(=O)Cn2cnnn2)C1)NCc1ccc(F)c(F)c1 (centres undefined),90.1,-3.5,0.7,118.3,-2.6,80.3,102.9,-15.4
NC1=NC(=O)/C(=C\c2cccs2)S1,97.0,-2.2,4.0,94.0,-1.2,114.5,83.1,-26.6
CC(=O)N1CCc2c(sc(NC(=O)CN3C(=O)CCC3=O)c2C(N)=O)C1,103.1,-3.7,-0.8,107.9,4.5,105.1,107.3,9.4
Cc1ccc(C)c(S(=O)(=O)N2CCN(CC(=O)Nc3ccc([N+](=O)[O-])cc3)CC2)c1,98.3,-6.2,1.1,100.8,-6.1,102.6,87.2,-7.2
Cc1oc(-c2ccccc2Cl)nc1CS(=O)CC(=O)NCCc1ccccc1 (centres undefined),96.8,-6.0,4.5,99.1,-6.5,83.1,98.0,-8.8
C=CCNC(=O)c1onc(CSc2cccc3ccccc23)c1C(=O)O,/,-8.3,4.2,/,3.2,/,/,-33.3
COc1ccc(/C(C)=N/NC(=O)OC(C)(C)C)cc1[N+](=O)[O-],98.1,5.9,5.6,90.7,-2.5,90.3,107.1,-3.6
Cn1c(=O)c2c3c(sc2n2c(SCc4ccccc4)nnc12)CCCC3,101.6,-7.8,1.0,99.1,1.3,130.1,96.9,11.8
O=C(NC1CC1)c1cc2cc(Br)ccc2s1,96.6,-3.6,8.3,108.2,8.9,95.3,105.2,-4.2
O=[N+]([O-])c1ccc(-c2ccc(S(=O)(=O)N3CCOCC3)cc2)cc1,111.0,1.9,1.2,109.4,-2.5,96.4,95.5,?
O=C(c1ccc([N+](=O)[O-])cc1)N1CCSC1c1ccccc1 (centres undefined),101.5,2.3,-0.3,106.7,1.1,114.2,102.2,2.9
Cn1cc(CNCc2cn(C)nc2-c2ccc(C3CCCCC3)cc2)cn1,102.8,9.1,0.4,105.9,1.7,96.3,107.1,1.7
CC(=O)Nc1ccc(NC(=O)CSc2nc(C)nc3sc(C)c(C)c23)cc1,96.3,-9.7,1.0,93.3,2.4,101.4,100.4,0.4
O=C(O)c1ccc(SCc2ccccc2)nc1,100.2,1.4,1.2,110.3,6.6,117.3,121.9,5.9
CC(C(=O)OCC(=O)NC1CCCCC1)N1C(=O)c2ccccc2C1=O (centres undefined),96.9,14.7,-0.6,101.2,5.2,101.6,103.3,3.5
S=c1[nH]nc(-c2ccc(Cl)cc2)n1-c1ccc2c(c1)OCCO2,97.5,-20.5,6.5,95.9,-13.0,108.2,80.3,-5.7
CSc1ccc(C(=O)NCC(c2ccco2)N(C)C)cc1[N+](=O)[O-] (centres undefined),105.7,-10.6,6.8,109.3,-0.4,87.0,91.2,-7.6
Cc1cc(=O)n2nc(N3CCC(C(=O)NC(C)c4ccccc4)CC3)sc2n1 (centres undefined),97.4,9.4,0.0,104.5,2.6,94.4,93.8,0.8
COc1ccc(C(=O)Nc2cc(OC)cc3cccnc23)cc1,100.4,3.3,26.4,107.8,3.0,98.5,87.9,-31.1
CC(NC(=O)c1ccc(N(C)C)cc1)C(c1cccs1)N1CCN(C)CC1 (centres undefined),95.4,2.4,1.7,99.1,1.3,80.8,97.4,0.7
COc1cccc(-c2nc(Cc3ccc(OC)c(OC)c3)no2)c1,98.3,1.6,22.6,103.9,11.0,88.5,112.4,1.7
COc1ccc(Nc2ncnc3c2oc2ccccc23)cc1,104.2,-0.2,7.8,105.1,-7.4,88.8,125.8,-0.9
COc1ccc(C(=O)NNC(=O)CSc2nnc(COc3ccccc3OC)n2C)cc1,104.1,1.6,0.7,102.4,0.2,94.2,109.2,-4.5
CCC(C)[C@H](NC(=O)N1CC(=O)Nc2ccccc21)C(=O)Nc1ccccc1C (some centres undefined),97.0,9.1,4.2,101.7,2.0,96.2,112.4,-12.8
Cc1nc(N)[nH]c(=O)c1Oc1cccc(C(F)(F)F)c1,98.0,-4.4,0.8,95.4,-8.3,94.9,108.3,0.2
CCOc1ccc(NC(=O)c2ccc(CNc3c(N4CCCC4)c(=O)c3=O)cc2)cc1,93.6,12.4,5.4,107.5,-0.9,94.3,107.7,0.4
Cc1ccc(NC(=O)CCc2nnc3ccc(NCc4ccco4)nn23)nc1,101.8,-1.7,9.5,98.8,-2.0,108.8,103.4,-0.2
CC(C)OCCCNC(=O)c1ccc(N(C)S(C)(=O)=O)cc1,99.7,6.8,3.8,95.7,-6.7,83.4,99.4,4.6
Cc1ccc(N(CC(=O)NCc2ccc(F)cc2)C(=O)CCC(=O)Nc2ccccn2)cc1C,44.9*[may fluoresce violet],-0.1,-1.6,564.2*[may fluoresce violet],0.0,101.1,75.8[may fluoresce violet],0.3
NC(=O)c1c(NC(=O)C(=O)N2CCOCC2)sc2c1CCC2,93.2,5.9,5.7,100.0,2.1,92.0,87.5,66.7

Compounds as they come; 3.8% or so of the library scored in one or more.
